# Screening data: PubChem BioAssay, several laboratories
# TRAIL sens C8 = sensitizes caspase-8 expressing cells to TRAIL; NB7+C8 cells + TRAIL, ATPlite viability luminescence; inhibition (viability loss, TRAIL sensitization), % at 10 µM; 360,000 compounds, 1% hits; AID 624354;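 active means compounds causing at least 50% loss of cell viability in the single-dose screen, relative to plate controls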
# COUP-TFII inh = NR2F2 (human) inhibition, primary screen; HEK293T NGFI-A luciferase reporter, luminescence; P24468; inhibition, % at 8.6 µM; AID 686940; 370,000 compounds, 0.7% hits;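 active means inhibition above a per-plate cutoff, mean inhibition of test wells between control levels plus 3 SD, cut at about 38% in these data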;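 further: cells cotransfected with COUP-TFII expression vector driving the NGFI-A reporter; 0% = median of COUP-TF2 test wells and 100% = reporter-only cells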
# Target sequence (P24468 whole entry, looked up): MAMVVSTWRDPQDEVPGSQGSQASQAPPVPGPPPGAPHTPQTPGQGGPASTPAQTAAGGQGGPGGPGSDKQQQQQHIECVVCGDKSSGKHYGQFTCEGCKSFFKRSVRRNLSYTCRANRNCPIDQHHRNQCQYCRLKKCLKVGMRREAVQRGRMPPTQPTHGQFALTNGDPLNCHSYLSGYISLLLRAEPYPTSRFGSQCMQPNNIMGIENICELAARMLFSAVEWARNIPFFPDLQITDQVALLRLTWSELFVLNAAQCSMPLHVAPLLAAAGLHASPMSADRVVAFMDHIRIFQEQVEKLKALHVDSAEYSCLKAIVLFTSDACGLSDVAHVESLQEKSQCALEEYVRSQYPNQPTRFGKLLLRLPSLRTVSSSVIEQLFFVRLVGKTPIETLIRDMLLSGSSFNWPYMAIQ
# CF NFkB block = blocks PAF-induced NF-kB reporter in cystic fibrosis cells; KKLEB NF-kB-GFP reporter, GFP fluorescence overnight; inhibition, % at 5 µM; 360,000 compounds, 0.86% hits;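 active means at least 50% inhibition at 5 µM, scaled per plate between neutral and stimulator controls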;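 further: PAF is a Pseudomonas aeruginosa culture filtrate used as stimulus; plate controls were PAF-stimulated DMSO wells for no effect and unstimulated DMSO wells for full effect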
# LMP1 NFkB inh = inhibitors of Epstein-Barr LMP1-induced NF-kappaB reporter; LMP1-induced NF-kappaB luciferase reporter cells, luminescence; inhibition, % at 12.5 µM; 350,000 compounds, 0.69% hits; AID 504558; in the data active means inhibition above about 41%;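 further: 0% = neutral control wells and 100% = reference inhibitor control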
# KKLEB tox = counter-screen for CF NF-kB inhibitors: cytotoxicity | KKLEB CF airway cells viability, ATPlite luminescence, overnight; active compounds read low; cells stimulated with P. aeruginosa culture filtrate | activity change (cytotoxicity), % at 5 µM | 360,000 compounds, 0.36% hits | AID 602141;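 active means corrected activity change at or below -50% at 5 µM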
# NR5A2 inv ag = inverse agonists of human LRH-1 (NR5A2). O00482. HEK293T StAR-luciferase reporter, LRH-1 transfected, 24 h. inhibition, % at 3.6 µM. 360,000 compounds, 0.13% hits;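 active means inhibition above the mean inhibition of all tested compounds plus 3 SD, cut at about 73% in these data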;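 further: 0% = DMSO wells and 100% = reporter-only cells lacking LRH-1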
# Target sequence (O00482 whole entry, looked up): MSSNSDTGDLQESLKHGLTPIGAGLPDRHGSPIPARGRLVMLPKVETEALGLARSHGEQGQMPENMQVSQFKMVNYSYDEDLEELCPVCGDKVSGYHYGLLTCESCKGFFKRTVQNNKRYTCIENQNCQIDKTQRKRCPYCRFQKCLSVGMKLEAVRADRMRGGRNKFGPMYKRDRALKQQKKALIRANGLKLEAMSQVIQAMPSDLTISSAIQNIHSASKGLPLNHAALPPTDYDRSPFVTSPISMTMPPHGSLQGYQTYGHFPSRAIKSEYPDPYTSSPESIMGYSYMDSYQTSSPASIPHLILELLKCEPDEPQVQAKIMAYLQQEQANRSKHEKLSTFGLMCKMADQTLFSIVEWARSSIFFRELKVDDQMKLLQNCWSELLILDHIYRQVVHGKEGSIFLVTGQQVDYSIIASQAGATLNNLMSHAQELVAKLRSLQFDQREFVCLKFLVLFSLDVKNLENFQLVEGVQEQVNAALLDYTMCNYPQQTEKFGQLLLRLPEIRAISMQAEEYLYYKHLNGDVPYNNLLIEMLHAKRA
# NCOA2 inhibitor = inhibits human steroid receptor coactivator 2 | HEK293 GAL4-SRC2 luciferase reporter, luminescence | inhibition, % at 9 µM | 370,000 compounds, 0.17% hits;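 active means inhibition above the mean inhibition of all tested compounds plus 3 SD, set per campaign, cut at about 52% in these data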;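 further: 0% = DMSO treated cells and 100% = cells given Gossypol at 36 µM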
# TROY signal inh = blocks TROY-dependent signaling in reporter cells; Q293 LMP1-TROYcd NF-kB luciferase reporter, 4 h; inhibition, % at 10 µM; 360,000 compounds, 0.98% hits; AID 1347056;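 active means compounds whose plate-normalised and pattern-corrected inhibition of the luciferase reporter signal at the single screening dose is 50% or more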
# TWEAK-Fn14 inh = blocks TWEAK-Fn14 interaction in a reporter cell assay; TWEAK-stimulated Fn14 reporter cells, luciferase luminescence, 8 h; inhibition, % at 10 µM; 360,000 compounds, 2% hits; AID 1159606; in the data active means inhibition above about 50%
# SRC1 inh = inhibitors of human steroid receptor coactivator 1 (SRC1). Q15788. HEK293 GAL4-SRC1 luciferase reporter, luminescence. inhibition, % at 3.6 µM. 360,000 compounds, 0.12% hits;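 active means inhibition above the campaign mean plus 3 SD, with each screening campaign given its own cutoff, cut at about 60% in these data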;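 further: 0% = DMSO treated cells and 100% = gossypol at 36 µM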
# SRC3 inh = inhibits human SRC3 coactivator. 360,000 compounds, 0.17% hits. Q9Y6Q9. HEK293 GAL4-SRC3 luciferase reporter, luminescence. inhibition, % at 3.6 µM. AID 588352;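 active means inhibition above a per-campaign cutoff, the mean of all compounds plus 3 SD, cut at about 60% in these data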;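 further: 0% = DMSO-treated cells and 100% = gossypol-treated cells at 36 µM; higher means less SRC3-driven luciferase light from the GAL4 reporter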
# Active calls of the source: *; . = no result given.
SMILES,TRAIL sens C8,COUP-TFII inh,CF NFkB block,LMP1 NFkB inh,KKLEB tox,NR5A2 inv ag,NCOA2 inhibitor,TROY signal inh,TWEAK-Fn14 inh,SRC1 inh,SRC3 inh
CCN1CCN(C(=O)CS(=O)Cc2nc(-c3ccc(OC)cc3)oc2C)CC1 (configuration not stated),2,-7,-22,-3,10,-2,-4,-8,-1,-12,-15
COc1ccccc1C(c1nnnn1C(C)(C)C)N1CCN(Cc2ccncc2)CC1 (configuration not stated),-2,4,-7,-4,4,11,-13,17,-1,4,15
Cc1cc(C)nc(NC(=O)Cc2ccc(Br)cc2)n1,12,-24,0,-2,0,3,-14,-2,9,-2,10
CCCCc1nc(SCC(=O)Nc2ncccn2)n[nH]1,2,15,-6,-1,10,1,28,-1,0,16,12
NC(=O)c1ccc(-c2ncc(-c3ccccc3)o2)cc1,18,-54,-10,-37,1,-119,-5,2,41,-65,-67
COc1ccccc1OCC(=O)NCc1cccs1,2,-14,6,-1,5,-11,-35,-1,-10,-30,-9
CCn1c(SCC(=O)NCc2cccs2)nnc1-c1ccco1,-4,3,-12,-2,7,-14,-1,-1,-15,6,21
COc1ccc2[nH]c3c(c2c1)CCN1C(=O)C(CC(=O)NCCN2CCOCC2)C[C@H](C(=O)N2CCCCC2)[C@@]31C (some centres not stated),-6,-17,-19,-14,26,2,12,-17,-5,-7,-21
CN1CN=C(NS(=O)(=O)c2ccc([N+](=O)[O-])cc2)NC1,-3,17,-19,2,2,-15,-13,2,55*,-9,1
O=c1cc(N2CCN(c3ccc(F)cc3)CC2)[nH]c(=O)n1Cc1ccc(F)cc1,13,11,6,3,-18,5,13,7,6,6,-9
O=C(O)COc1ccc2c3c(c(=O)oc2c1)CCC3,16,-7,11,1,2,18,-17,-20,4,5,15
O=C(/C=C/c1ccccc1)NCC(=O)N/N=C/c1ccccc1[N+](=O)[O-],8,-14,-10,-10,5,-3,-9,9,15,-11,2
Cc1nn(-c2ccccc2)c(C)c1NC(=O)COc1ccc([N+](=O)[O-])cc1,8,-11,0,-2,12,-4,10,23,13,21,6
CCC(Nc1nc(-c2ccccc2)nc2ccccc12)C(=O)O (configuration not stated),-20,3,7,0,-11,5,-8,-4,2,-2,13
Cc1cc(NC(=O)c2cccc(Oc3ccccc3)c2)n[nH]1,39,-35,-1,-9,-4,-162,-58,-45,-2,-82,-77

# TWEAK-Fn14 inh: what is marked active above.
SMILES,COUP-TFII inh,CF NFkB block,LMP1 NFkB inh,NR5A2 inv ag,NCOA2 inhibitor,TWEAK-Fn14 inh,SRC1 inh,SRC3 inh
CN1CN=C(NS(=O)(=O)c2ccc([N+](=O)[O-])cc2)NC1,17,-19,2,-15,-13,55*,-9,1

# Part of the list above, with two lines to a compound.
# Each structure is followed by: TRAIL sens C8, COUP-TFII inh, CF NFkB block, LMP1 NFkB inh, KKLEB tox, NR5A2 inv ag, NCOA2 inhibitor, TROY signal inh, TWEAK-Fn14 inh, SRC1 inh, SRC3 inh
- CCCCc1nc(SCC(=O)Nc2ncccn2)n[nH]1
    2, 15, -6, -1, 10, 1, 28, -1, 0, 16, 12
- NC(=O)c1ccc(-c2ncc(-c3ccccc3)o2)cc1
    18, -54, -10, -37, 1, -119, -5, 2, 41, -65, -67
- COc1ccccc1OCC(=O)NCc1cccs1
    2, -14, 6, -1, 5, -11, -35, -1, -10, -30, -9
- CCn1c(SCC(=O)NCc2cccs2)nnc1-c1ccco1
    -4, 3, -12, -2, 7, -14, -1, -1, -15, 6, 21
- COc1ccc2[nH]c3c(c2c1)CCN1C(=O)C(CC(=O)NCCN2CCOCC2)C[C@H](C(=O)N2CCCCC2)[C@@]31C (some centres not stated)
    -6, -17, -19, -14, 26, 2, 12, -17, -5, -7, -21
- CN1CN=C(NS(=O)(=O)c2ccc([N+](=O)[O-])cc2)NC1
    -3, 17, -19, 2, 2, -15, -13, 2, 55*, -9, 1
- O=c1cc(N2CCN(c3ccc(F)cc3)CC2)[nH]c(=O)n1Cc1ccc(F)cc1
    13, 11, 6, 3, -18, 5, 13, 7, 6, 6, -9
- O=C(O)COc1ccc2c3c(c(=O)oc2c1)CCC3
    16, -7, 11, 1, 2, 18, -17, -20, 4, 5, 15
- O=C(/C=C/c1ccccc1)NCC(=O)N/N=C/c1ccccc1[N+](=O)[O-]
    8, -14, -10, -10, 5, -3, -9, 9, 15, -11, 2
- Cc1nn(-c2ccccc2)c(C)c1NC(=O)COc1ccc([N+](=O)[O-])cc1
    8, -11, 0, -2, 12, -4, 10, 23, 13, 21, 6
- CCC(Nc1nc(-c2ccccc2)nc2ccccc12)C(=O)O (configuration not stated)
    -20, 3, 7, 0, -11, 5, -8, -4, 2, -2, 13
- Cc1cc(NC(=O)c2cccc(Oc3ccccc3)c2)n[nH]1
    39, -35, -1, -9, -4, -162, -58, -45, -2, -82, -77

# Next section
SMILES,TRAIL sens C8,COUP-TFII inh,CF NFkB block,LMP1 NFkB inh,KKLEB tox,NR5A2 inv ag,NCOA2 inhibitor,TROY signal inh,TWEAK-Fn14 inh,SRC1 inh,SRC3 inh
O=C1CCC(C(=O)OCC(=O)Nc2ccccc2Br)=NN1,-8,8,9,-6,7,-5,-2,-9,-5,6,3
O=C(/C=C/c1cccs1)NCc1ccc2c(c1)OCO2,0,-46,2,-2,-6,-7,-37,-37,-15,-27,-16
CCc1ccc(OC)c(S(=O)(=O)NCc2cccs2)c1,-14,2,20,-4,-13,2,17,-4,-9,-1,26
CC(C)C(=O)N1CCC2(CC1)Oc1ccc(Cl)cc1C(=O)C21CC(c2ccc(Cl)cc2)=NO1 (configuration not stated),17,6,0,-6,-4,13,-3,6,-33,8,-24
COc1cccc(C(=O)CN2C(=O)C(C)(C)Oc3ccc(C(=O)N4CCCCCC4)cc32)c1,-2,-7,5,4,6,-34,-12,7,8,-1,-21
CCCC(C)(C)C(=O)N1CCC1(C)C(=O)NS(=O)(=O)c1ccccc1Cl (configuration not stated),-2,9,-7,.,7,18,6,4,-27,-7,2
O=C(O)C1CCCN1c1nc(C(F)(F)F)nc2ccccc12 (configuration not stated),-1,13,7,2,-2,1,-1,22,-22,-2,12
COc1ccc(OC)c(-n2c(-c3ccccc3)n[nH]c2=S)c1,2,-6,-7,-1,10,11,-25,-4,3,10,0
Cc1ccc(C(=O)NCCCN2CCOCC2)cc1S(=O)(=O)N1CCOCC1,-1,1,-7,-3,9,0,-7,-8,-10,-1,11
Cc1ccccc1NC(=S)Nc1ccc2[nH]c(=O)[nH]c2c1,10,8,4,-1,-13,-5,4,-6,-12,-3,4
O=C(CCNS(=O)(=O)c1cccc2nsnc12)N1CCN(c2ccccn2)CC1,9,.,-10,4,1,13,.,0,-10,6,10
O=C(COC(=O)c1cccc(-n2cnnn2)c1)Nc1c(Cl)cccc1C(F)(F)F,-1,4,8,-1,1,-3,-19,-20,-4,-17,-13
CCNC(=O)c1ccc(NS(=O)(=O)c2ccc3[nH]c(=O)[nH]c3c2)cc1,3,-7,-46,1,6,9,0,10,-4,-19,7
O=C(N/N=C/c1ccc(N2CCCCC2)o1)c1ccccc1[N+](=O)[O-],-2,1,-1,4,13,-22,17,4,2,-2,-1
CCCNC(=O)C1(C)CCCN(C(=O)c2ccc3sccc3c2)C1 (configuration not stated),-16,-9,22,.,-15,-2,-1,-23,22,13,6
O=C(c1ccc(Cl)cc1)N1CCCCC(Sc2nnc(-c3ccc4c(c3)OCO4)o2)C1=O (configuration not stated),69*,-13,-6,75*,-10,-95,-25,58*,98*,-104,-94
O=C(CCCC1=NS(=O)(=O)c2ccccc2N1)N1CCN(c2ccc(Cl)cc2)CC1,11,-3,4,4,11,5,12,8,7,-9,-24
CCOC(=O)N1C2c3ccccc3C(c3ccccc32)N1C(=O)OCC,4,-20,-13,1,-9,4,-5,-3,0,2,-14
CCOCCOc1cccc(C(=O)NC(c2ccccc2)c2ccccc2)c1,-20,-9,4,-11,-10,-17,-13,12,-11,-48,0
COC(=O)c1ccccc1NC(=O)c1cnc2sccn2c1=O,-12,-1,3,-8,-8,0,2,-19,-13,4,4
CCOC(=O)c1c(-c2cccs2)csc1NC(=O)C(C)(C)C,7,1,2,-18,-15,11,13,6,21,-4,7
CCCCNC(=O)c1onc(CSc2cccc(OC)c2)c1C(=O)NCCCC,3,12,14,4,-19,4,0,7,-9,-2,-10
COc1ccc(C(=O)Nc2ccc(N3CCN(C(=O)C(C)C)CC3)cc2)cc1[N+](=O)[O-],5,3,-7,6,-5,12,-3,-2,-11,11,18
S=C(Nc1ccccc1)N1CCN(C2CCCCC2)CC1,2,6,13,-7,-6,-7,-20,60*,32,3,14
Cc1cc(S(=O)(=O)N2CCCC(N(C)CCc3ccccn3)C2)c(C)s1 (configuration not stated),3,-2,13,8,-6,-8,17,-17,1,-3,0
CN(C)C(=O)Cn1c(SCC(=O)NCc2ccc3c(c2)OCO3)nc2ccccc21,-6,-7,8,-3,-6,7,-5,4,1,-16,6
CCOc1ccc(S(=O)(=O)NCc2cccnc2)cc1,6,8,13,4,-7,-12,-1,-1,9,-7,4
Cc1cc(S(=O)(=O)Nc2ccc3ccccc3c2)c(C)s1,2,6,28,6,-23,-8,-6,18,27,6,15
COc1cc(/C=N/NC(=O)c2ccncc2)ccc1OCCN1CCCCC1,-8,-8,4,-2,4,-21,-55,20,21,-4,-12
COC(=O)c1cnc(Oc2ccc(NC(=O)NC(=O)c3c(F)cccc3Cl)cc2)cc1C(F)(F)F,8,20,-6,1,-3,-1,6,22,-19,6,11
CCC(C)(C(=O)NC1CCCC1)N(Cc1cccs1)C(C)=O (configuration not stated),-4,-8,-6,-9,4,-3,5,2,-6,12,11
O=C(Cn1nc(-c2ccc(N3CCOCC3)c([N+](=O)[O-])c2)c2ccccc2c1=O)N1CCCCC1,-5,12,9,3,-9,10,-14,-8,-44,0,-16
CCOc1ccccc1C(=O)NC1CC2CCCC(C1)N2Cc1nnnn1Cc1ccco1 (configuration not stated),9,7,1,57*,2,17,-6,-4,-8,-30,12
CCCC(=O)Nc1ccccc1NC(=O)c1ccc(OC(C)=O)cc1,-8,-18,-10,8,-3,9,10,11,-3,7,24
CC(Sc1ncccn1)C(=O)Nc1ccc2c(c1)OCO2 (configuration not stated),7,-15,4,-12,3,-18,-25,-7,-4,-15,-6
CCN(CC(=O)NCc1ccc(F)cc1)C(=O)Cc1ccc(OC)cc1,-3,0,1,-2,10,22,7,4,6,1,1
CCOc1ccc(CCNC(=O)CCc2nnc3ccc(N4CCOCC4)nn23)cc1,-5,-14,7,-3,0,13,7,-12,4,-6,23
CC(C)C[C@@H]1NC(=O)N(CCCn2ccnc2)C1=O,2,-4,-9,-1,-3,-10,-21,6,8,17,11
